GRP78 ERSR act = induces the endoplasmic reticulum stress response in human glioma cells. AID 602332. U87-MG GRP78 promoter luciferase reporter, 16 h. Potency, µM, for inactives: top-dose activation, actives largely listed as activators. 420,000 tested, 0.02% active; also: potency is read from the fitted curve at half-maximal effect; series mostly up to about 76 µM; % of control where 0% means no effect; nearly all actives have a fitted effect of over 35% in size
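Stably transfected U87-MG glioma cells carrying a GRP78-based luciferase sensor; 16 h compound incubation. Luminescence end-point read 10 min after Bright-Glo addition at room temperature.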
12-LOX inh = blocks human arachidonate 12S-lipoxygenase. P18054. purified 12hLO, xylenol orange hydroperoxide absorbance. Potency, µM (top dose mostly 108 µM), for the others: at the top dose activity change, negative = inhibition, most hits filed as inhibitors. 580,000 tested, 1.1% active. AID 1671190; also: potency is read from the fitted curve at half-maximal effect; % is scaled to controls: 0 for no effect and ±100 for the full control effect
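Purified human 12hLO (150 nM final) in 25 mM Hepes, 0.01% Triton X-100, pH 7.0 was preincubated 15 min at room temperature with compound. Then 40 uM arachidonic acid was added, 30 min. Hydroperoxide was read by Fe-XO absorbance ratio 573/405 nm.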
D2 antagonist = D2 dopamine receptor (human) antagonism; 340,000 tested, 2% active; AID 485344; inhibition, % at 10 µM; P14416; HEK293 TREx D2 cells, calcium flux, dopamine EC80; in the data active = inhibition above about 30%; also: 0% is about no effect
Target sequence (P14416 whole entry, looked up): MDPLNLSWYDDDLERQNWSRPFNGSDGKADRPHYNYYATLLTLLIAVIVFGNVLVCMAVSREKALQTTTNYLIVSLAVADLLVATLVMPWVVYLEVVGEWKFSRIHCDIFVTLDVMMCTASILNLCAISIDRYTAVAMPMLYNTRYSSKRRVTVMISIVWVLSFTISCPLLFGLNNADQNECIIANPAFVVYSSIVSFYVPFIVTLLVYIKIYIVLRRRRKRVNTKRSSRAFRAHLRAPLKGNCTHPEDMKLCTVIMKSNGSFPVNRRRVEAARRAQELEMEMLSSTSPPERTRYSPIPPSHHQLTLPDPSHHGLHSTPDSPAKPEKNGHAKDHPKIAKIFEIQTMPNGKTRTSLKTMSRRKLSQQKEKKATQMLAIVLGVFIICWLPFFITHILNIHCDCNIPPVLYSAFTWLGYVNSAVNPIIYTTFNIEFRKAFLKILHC
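Tetracycline-induced HEK293 T-REx cells expressing D2 force-coupled to calcium signalling were dye-loaded, exposed to compound for 180 s, then challenged with an EC80 of dopamine; calcium flux was followed kinetically for a further 180 s.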
Vif-APOBEC3G blk = inhibitors of Vif-APOBEC3G interaction | Q9HC16 | HeLa A3G-eYFP + Vif (tagged APOBEC3G with the HIV-1 protein that degrades it), YFP fluorescence, overnight | Potency, µM (doses to about 46.1 µM), for inactives: at the highest dose activity, negative = active, usual class: inhibitors | 410,000 tested, 0.076% active | AID 602310;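 also: potency is read from the fitted curve at half-maximal effect; % is scaled to controls: 0 for no effect and ±100 for the full control effect; nearly all actives have a fitted effect of over 60% in size; hits raise eYFP signal because A3G escapes Vif-driven loss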
Target sequence (Q9HC16 whole entry, looked up): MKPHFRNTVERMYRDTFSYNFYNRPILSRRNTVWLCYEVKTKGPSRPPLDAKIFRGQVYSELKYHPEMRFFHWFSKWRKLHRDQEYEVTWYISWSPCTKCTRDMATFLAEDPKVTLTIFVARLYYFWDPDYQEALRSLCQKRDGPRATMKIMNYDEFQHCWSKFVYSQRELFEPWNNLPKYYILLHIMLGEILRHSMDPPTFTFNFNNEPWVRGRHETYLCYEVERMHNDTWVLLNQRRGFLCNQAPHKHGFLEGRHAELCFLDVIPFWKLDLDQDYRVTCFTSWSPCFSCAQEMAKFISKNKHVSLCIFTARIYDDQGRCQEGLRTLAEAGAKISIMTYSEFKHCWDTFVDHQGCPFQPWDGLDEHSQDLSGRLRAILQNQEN
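Read-out is eYFP fluorescence (Ex 488/Em 500-530) from Vif-expressing HeLa A3G-eYFP cells; more signal means A3G escaped Vif-mediated degradation. Cells plated overnight, compound pinned in, incubated overnight at 37 deg C.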
D2 agonist = D2 dopamine receptor (human) agonism | P14416 | HEK293 T-REx D2 cells, calcium flux agonist mode | activation, % at 2 µM | 340,000 tested, 0.53% active | AID 485358;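 active = activation over 3 SD above normal in the single-dose calcium agonist read, cut at about 30% in these data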; also: 0% is about no effect
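Agonism is scored from calcium flux in a force-coupled, inducible HEK293 cell line expressing D2, read kinetically for 180 s after compound addition against dopamine controls.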
Vif-A3F inh = Vif-A3F binding inhibition | HeLa A3F-eYFP + Vif (tagged APOBEC3F with the HIV-1 protein that degrades it), YFP fluorescence increase | Potency, µM (series often up to 46.1 µM), for the others: at the highest dose activity, negative = active | 390,000 tested, 0.2% active | AID 602313; also: potency is read from the fitted curve at half-maximal effect; % of control where 0% means no effect; nearly all actives have a fitted effect of over 65% in size
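HeLa cells stably expressing A3F-eYFP plus Vif, plated and incubated overnight at 37 deg C, then exposed to compounds overnight at 37 deg C. Blocked degradation read as raised yellow fluorescence (Ex 488/Em 500-530).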
ERG-DNA inh = inhibitors of human ERG Ets domain-DNA interaction | fluorescence polarization, His-ERG Ets domain / labelled DNA | Potency, µM (series often up to 76.9 µM), inactives show at the highest dose FP activity, negative = inhibition, most hits filed as inhibitors | 370,000 tested, 0.028% active | AID 624246; active = well fitted inhibition curve with a large enough effect in the polarisation, with a control signal flat; inconclusive = small, poorly fitted or top-dose-only effect, or effect the other way, or a change in a side signal; inactive = no such curve, though single readings can be large or run the other way; the % refers to the polarisation;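 also: polarization taken with two DNA probes labelled with fluorescein and Texas red; potency is read from the fitted curve at half-maximal effect; % of control where 0% means no effect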
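His-tagged ERG Ets domain (1 uM in the protein solution; 300mM KCl, 50mM Tris-HCl, 1mM EDTA, 1mM DTT, pH 7.5) received compound, then a probe mix of 5 nM fluorescein-DNA and 100nM Texas-615-DNA. Fluorescence polarization was read for both dyes.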
RGS4 inh = inhibitors of human regulator of G protein signaling 4. P49798. Transcreener GDP fluorescence polarization, RGS4-accelerated GTP hydrolysis. Potency, µM (doses to about 114 µM), for the others: at the top dose activity change, negative = inhibition, usual class: inhibitors. 390,000 tested, 0.039% active. AID 504845; also: potency is read from the fitted curve at half-maximal effect; % is scaled to controls: 0 for no effect and ±100 for the full control effect; nearly all actives have a fitted effect of over 75% in size; some results filed as inactive show a strong effect at the top dose
Target sequence (P49798 whole entry, looked up): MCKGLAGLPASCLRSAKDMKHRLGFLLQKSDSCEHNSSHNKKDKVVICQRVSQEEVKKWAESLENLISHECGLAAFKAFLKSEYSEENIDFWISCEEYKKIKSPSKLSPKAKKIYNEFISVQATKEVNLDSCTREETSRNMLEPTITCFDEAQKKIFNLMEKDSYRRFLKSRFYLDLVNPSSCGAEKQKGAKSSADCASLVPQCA
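MLSMR compounds (23 nl, pin-transferred) preincubated 10 min at room temperature with a 500nM (2x) first reagent, then RGS4 at 900nM (2x) plus Transcreener GDP mix added; fluorescence polarization (620/688 nm) read before and after 90 min at 30 °C.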
LDHA inh = blocks human lactate dehydrogenase A | P00338 | purified LDHA, NADH/diaphorase-resazurin fluorescence; stronger effect = lower value | activity change, % (values are at about 110 or 230 µM) | 480,000 tested, 0.15% active | AID 1347041; in the data active = activity change below about -30%; inconclusive = mostly about -25% to -30%;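 also: plate controls were DMSO wells for no effect and wells without enzyme for full effect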
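LDH5 2 nM; NADH 0.06 mM, pyruvate 0.2 mM; 200 mM Tris pH 7.4, EDTA, Tween-20; 5 min RT. Detection: diaphorase 0.133 mg/mL + resazurin 37 µM, fluorescence ex540/em590 at 0 and 20 min; normalized to enzyme-free and DMSO wells.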
Active calls of the source: *; ? = inconclusive; / = no result given; & = joins results of further samples; [ ] = another dose, or the depositor's remark. Unless noted, calls follow the shape of the dose curve; as a rule, active = well fitted curve in the direction sought with a large enough effect; inconclusive = small, poorly fitted or top-dose-only effect, or another doubt; inactive = no such curve, though single readings can be large; an effect the other way counts as inactive or inconclusive.

SMILES	GRP78 ERSR act	12-LOX inh	D2 antagonist	Vif-APOBEC3G blk	D2 agonist	Vif-A3F inh	ERG-DNA inh	RGS4 inh	LDHA inh
CCc1cc(CNC(=O)C2CCC(=O)N(Cc3ccc(Cl)cc3)C2)on1 (configuration not stated)	-3%	0%	11	5%	0.5	-6%	8%	23%[56.9 µM]	-10
OCCC1CN(Cc2ccc(Oc3ncccn3)cc2)CCN1C1CCCCC1 (configuration not stated)	-2%	2%	0	1%	-0.8	10%	-3%	-4%	-3
CNC(=S)N(Cc1cc2ccc(OC)cc2[nH]c1=O)CC1CCCO1 (configuration not stated)	-3%	-10%	12	2%	-0.7	3%	2%	20%	-4
Cc1ccc(NC(=O)c2cnccn2)c(Br)c1	9%	?	/	-3%	/	6%	-6%	21%	-3
O=C(COC(=O)c1cc(S(=O)(=O)N2CCOCC2)ccc1Cl)c1ccc[nH]1	-3%	-18%	/	1%	/	-1%	/	/	6
Nc1cc(N)nc(SCC(=O)NCc2ccco2)n1	-1%	8%	11	-4%	-0.2	?	-3%	-1%	-3
CC(=O)Nc1ccc(NC(=O)CSc2nc(=O)n(Cc3cccnc3)c3c2CCC3)cc1	1%	1%	/	-4%	/	2%	/	15%	-2
COc1cc(CNCCNC(=O)c2cccs2)cc(OC)c1OC	-3%	-21%	-32	2%	-0.8	-1%	13%	-3%	-16
Cc1c(C#N)c(O)n(CCO)c(=O)c1N=Nc1ccccc1	-3%	9%	-6	-16%	-0.2	?	-3%	-12%	3
Nn1c(SCc2ccccc2F)nnc1-c1cccnc1	-2%	243%[activator]	5	-2%	1.4	6%	-20%	12%	-3
CN(CC(=O)Nc1cccc(F)c1)C(=O)/C=C/c1cc(Br)ccc1OC(F)F	-4%	-25%	-4	-4%	0.1	6%	-8%	9%	0
Cc1nnc(SC(C)C(=O)Nc2nccs2)s1 (configuration not stated)	-2%	?	/	-1%	/	2%	-6%	-12%	-2
COc1ccc(CNCCCSc2nnnn2-c2ccccc2)cc1	-3%	5%	/	1%	0.1	4%	7%	8%	-13
CC(C)Cn1c(-c2csc3c2CCCC3)n[nH]c1=S	-5%	?	-1	0%	-0.2	-3%	-8%	?	0
CCOC(=O)N1CCN(S(=O)(=O)Cc2ccccc2)CC1	-3%	117%[activator]	/	-2%	/	-2%	-3%	18%	-6
CCCC12C(=O)C(C)(C(c3ccccc3)=C1c1ccccc1)C1C(=O)N(c3ccc(C)cc3)C(=O)C12 (configuration not stated)	-5%	19%	-7	-8%	0.2	1%	-8%	3%	-3
COc1ccc(C(=O)/C=C/c2ccc(OC)c(COc3ccc(F)cc3)c2)cc1	1%	6%[57.4 µM]	-6	-4%	2.0	-2%	/	4%	-2
COc1cc(C=NC2CCCCC2)ccc1O	-4%	-28%	/	-5%	/	-1%	/	/	9
O=S(=O)(O)c1nc2ccccc2n1CCOc1ccccc1	-4%	-4%	2	1%	0.7	-8%	1%	10%	-9
Cc1noc(C)c1COC(=O)/C=C/c1ccccc1Cl	0%	-2%	-3	-4%	-0.5	-5%	9%	-18%	-2
COc1ccc2cc(C(=O)C3CCCN(C(=O)CCc4ccccn4)C3)ccc2c1 (configuration not stated)	2%	-7%	24	-6%	0.0	-11%	11%	-14%	-1
COc1ccc2occ(C(=O)c3ccccc3)c2c1	4%	16%	15	2%	-0.6	-9%	16%	-11%	-2
O=C(CSc1cccc[n+]1[O-])NC1CCCCCCC1	-4%	-9%	4	1%	0.1	10%	3%	4%	-8
C[C@@H](C(=O)Nc1nc2ccc(F)cc2s1)N1C(=O)C2CC=CCC2C1=O (some centres not stated)	8%	?	10	-4%	0.6	-1%	-2%	7%	-9
O=C(Nc1c(C(=O)N2CCN(c3ccccc3F)CC2)oc2ccccc12)c1ccco1	-4%	?	/	-5%	-1.3	2%	7%	1%	11&-11

Some values from above.
O=S(=O)(O)c1nc2ccccc2n1CCOc1ccccc1 – Vif-APOBEC3G blk: 1%
COc1ccc2cc(C(=O)C3CCCN(C(=O)CCc4ccccn4)C3)ccc2c1 (configuration not stated) – LDHA inh: -1
CNC(=S)N(Cc1cc2ccc(OC)cc2[nH]c1=O)CC1CCCO1 (configuration not stated) – D2 antagonist: 12
Nc1cc(N)nc(SCC(=O)NCc2ccco2)n1 – 12-LOX inh: 8%
Cc1nnc(SC(C)C(=O)Nc2nccs2)s1 (configuration not stated) – RGS4 inh: -12%

Reformatted with each value named: two of the compounds above.
Molecule: Cc1nnc(SC(C)C(=O)Nc2nccs2)s1 (configuration not stated)
  GRP78 ERSR act = -2%; 12-LOX inh = ?; D2 antagonist = /; Vif-APOBEC3G blk = -1%; D2 agonist = /; Vif-A3F inh = 2%; ERG-DNA inh = -6%; RGS4 inh = -12%; LDHA inh = -2

Molecule: COc1cc(CNCCNC(=O)c2cccs2)cc(OC)c1OC
  GRP78 ERSR act = -3%; 12-LOX inh = -21%; D2 antagonist = -32; Vif-APOBEC3G blk = 2%; D2 agonist = -0.8; Vif-A3F inh = -1%; ERG-DNA inh = 13%; RGS4 inh = -3%; LDHA inh = -16

Following part:
SMILES	GRP78 ERSR act	12-LOX inh	D2 antagonist	Vif-APOBEC3G blk	D2 agonist	Vif-A3F inh	ERG-DNA inh	RGS4 inh	LDHA inh
Cc1ccc(NC(=O)CN(C)C(=O)c2cccc(S(=O)(=O)NCc3cccs3)c2)cc1	6%	?	-22	4%	-0.3	-12%	6%	3%	0
O=C(N/N=C/c1ccc(-c2ccccc2[N+](=O)[O-])o1)c1cccnc1	3%	-8%	-4	4%	-1.0	19%	-13%	?	21
COc1ccc2oc(C(=O)OCC(=O)NC3(C#N)CCCC3)c(C)c2c1	0%	2%	-3	-1%	0.5	1%	1%	11%	-3
CCCNC(=O)C(Cc1ccccc1)NC(=O)c1cccc([N+](=O)[O-])c1 (configuration not stated)	-4%	6%	-6	1%	-0.1	-4%	-20%	11%	-7
COC(=O)C1=C(C)Nc2ncnn2C1c1ccco1 (configuration not stated)	-3%	-22%	12	-3%	0.2	-13%	-4%	-25%	-5
COc1ccc(CCNC(=O)COC(=O)c2cnc(Cl)c(Cl)c2)cc1	-5%	-10%	/	-1%	/	-8%	-5%	1%	-6
CSCCC1NC2(C(=O)Nc3c(C)cc(Cl)cc32)[C@@H]2C(=O)N(C3CCCC3)C(=O)[C@H]12 (some centres not stated)	-5%	?	1	1%	1.6	11%	1%	3%	-6
Cc1ccc(S(=O)Cc2ccc(C(=O)N3CCN(C4CCCCC4)CC3)o2)cc1 (configuration not stated)	0%	-1%	17	3%	0.1	0%	3%	1%	-4
Clc1ccc(-c2cn3nc4c(nc3n2)CCCC4)cc1	-9%	-22%	0	-10%	0.7	-15%	-6%	23%	8
CN(Cc1ccccc1)c1nc2c(c(=O)[nH]c(=O)n2C)n1CCOc1ccccc1	-3%	-12%	6	5%	-0.2	5%	-3%	-17%	-5
CCc1ccc(NC(=O)c2cc(S(=O)(=O)N3CCCCC3)c[nH]2)cc1	-5%	-12%	/	4%	0.0	0%	4%	-24%	0
C=CCOc1ccccc1/C=c1\sc2nc(-c3oc4ccccc4c3C)nn2c1=O	-3%	?	/	-7%	/	0%	-4%	13%	-5
COc1cccc(C(=O)Oc2c(CN3CCOCC3)cc(Cl)c3cccnc23)c1	-1%	17%	-2	-8%	-0.4	-4%	3%	-25%	11
O=C(CN1C(=O)c2ccccc2C1=O)Nc1cccc2cccnc12	-3%	-19%&34%	-10	-5%	-1.4	4%	10%	-15%	-2&5
CN1CCN(CC(=O)N2N=C(c3cccs3)CC2c2ccco2)CC1 (configuration not stated)	-3%	3%	0	2%	0.1	-3%	2%	-7%	-2
COc1cc(Cl)ccc1OCc1cc(C(=O)NCC(C)c2ccccc2)no1 (configuration not stated)	7%	-15%	13	-8%	-0.1	-16%	0%	-11%	-6
Cc1cccc(S(=O)(=O)CC(=O)Nc2nc(-c3ccccc3)cs2)c1	-4%	-20%	-22	-5%	-0.8	-1%	-2%	-13%	-4
Cc1nn(C)c(-c2n[nH]c(=S)n2-c2ccccc2)c1Cl	2%	?	-4	-3%	0.1	0%	4%	-10%	-5
CN(C)CCNC(=S)Nc1ccc(Br)cc1	-1%	-23%	/	-1%	/	3%	7%	-1%	-10
Fc1ccccc1-n1[nH]nnc1=S	-4%	-28%	/	1%	/	0%	-10%	?	-4
O=C(/C=C/c1ccc(OCCCF)cc1)NCc1ccc(Cl)cc1	-3%	-24%	6	-11%	0.4	-4%	-1%	-32%	1
CC(c1ccccc1)n1c(-c2ccncc2)n[nH]c1=S (configuration not stated)	-6%	?	-21	-1%	0.2	0%	-5%	-5%	-3
CCN(CC)C(=O)C1=C(C)N(CCC2=CCCCC2)C(=O)C(CC(=O)NCc2cccs2)C1 (configuration not stated)	2%	?	/	0%	/	1%	/	/	-2
O=C(O)CCSc1nnc(-c2ccc(Cl)cc2Cl)o1	-11%	?	/	0%	0.1	-11%	1%	1%	-6
CC(C)CCN(C(=O)Nc1ccc(Cl)c(Cl)c1)C(C)c1cccs1 (configuration not stated)	-5%	-43%	/	0%	0.4	1%	10%	?	6
CC(C)(C)OC(=O)N1CC2Cc3[nH]c(=O)ccc3C(C2)C1 (configuration not stated)	-3%	0%	-2	3%	-0.6	-2%	3%	23%	-2
COc1ccccc1C(=O)NC(CCSC)C(=O)N1CCN(C/C=C/c2ccccc2)CC1 (configuration not stated)	-2%	2%	3	-3%	-1.3	-17%	-3%	10%	-7

High-throughput results from PubChem.

Not all compounds are listed; count on the stated rates, not on these rows.
